Assay outcomes as filed in PubChem.
GLS inhibitor: inhibitors of human glutaminase (GLS) | O94925 | GLS enzymatic activity, qHTS titration | Potency, µM (top dose mostly 45.5 µM), without a hit: top-dose activity change, negative = inhibition, hits mostly inhibitors | hit rate 0.21% among 410,000 | AID 624170; note: potency is the fitted concentration of half-maximal effect; % is set by controls: 0 for no effect and ±100 for the full control effect
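hKGA in 45 mM KH2PO4 pH 8.2, 0.02% Tween-20 with pin-transferred compounds; 1 mM L-glutamine (stock) plus glutamate oxidase/HRP/Amplex Red coupling added. Fluorescence read initially and after 30 min at RT.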
HP1b chromo inh: inhibitors of HP1-beta chromodomain binding to methylated histone tails; P83916; AlphaScreen HP1-beta / biotin-H3K9me3 peptide binding; AID 540317; Potency, µM (highest dose often 114 µM), for inactives: at the highest dose activity change, negative = inhibition, actives largely listed as inhibitors; hit rate 0.56% among 390,000; note: potency is the fitted concentration of half-maximal effect; nearly all actives have a fitted effect of over 70% in size; inactives centre near 23
Target sequence (P83916 whole entry, looked up): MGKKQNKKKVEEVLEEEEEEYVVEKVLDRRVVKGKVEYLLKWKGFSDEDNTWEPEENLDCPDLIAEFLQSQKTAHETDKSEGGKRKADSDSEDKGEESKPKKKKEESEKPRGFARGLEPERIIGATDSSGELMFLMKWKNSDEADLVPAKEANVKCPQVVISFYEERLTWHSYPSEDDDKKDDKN
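HP1-beta protein (50 nM final) preincubated 30 min at room temperature with biotinylated H3(1-18)K9me3 peptide (50 nM) in PBS pH 7.4, 0.01% Tween-20, then compound added for 30 min. AlphaScreen streptavidin donor/nickel chelate acceptor beads (10 ug/mL final), 30 min dark, luminescence read.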
Tb PGK inh: blocks T. brucei phosphoglycerate kinase. PGK/GAPDH coupled, Kinase-Glo luminescence, 60 min. Potency, µM (top dose mostly 57.5 µM), without a hit: top-dose activity change, negative = inhibition, usual class: inhibitors. hit rate 0.043% among 380,000. AID 602233. P07378; note: potency is the fitted concentration of half-maximal effect; % is set by controls: 0 for no effect and ±100 for the full control effect; nearly all actives have a fitted effect of over 60% in size
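Recombinant glycosomal PGK reaction used 1,3-bisphosphoglycerate generated in-well by GAPDH (100nM final) in 100mM TEA pH 7.6, 5mM MgCl2, 0.01% Tween-20. After 60 minutes at room temperature, ATP was read by Kinase-Glo Plus luminescence end-point.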
BAZ2B inh: BAZ2B (human) inhibition. AlphaScreen BAZ2B-H3K14Ac peptide displacement. Q9UIF8. AID 504333. Potency, µM (top dose mostly 114 µM), without a hit: at the top dose activity change, negative = inhibition, actives largely listed as inhibitors. hit rate 4.4% among 360,000; note: potency is the fitted concentration of half-maximal effect; % is set by controls: 0 for no effect and ±100 for the full control effect; nearly all actives have a fitted effect of over 60% in size
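AlphaScreen displacement: compounds (up to 110uM) incubated 30 min at room temperature with a preformed 50 nM BAZ2B/50 nM biotinylated H3K14Ac peptide complex in PBS pH 7.4 with Tween-20. Donor and acceptor beads at 10 ug/mL final added, 20 min light-protected before reading.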
G9a block: G9a (human) methyltransferase inhibition. Q96KQ7. G9a H3K9 monomethylation, AlphaScreen, 2 h. Potency, µM (titrated, usually from 102 µM), without a hit: at the top dose activity, negative = inhibition, hits mostly inhibitors. hit rate 8.8% among 350,000; note: potency is the fitted concentration of half-maximal effect; % is set by controls: 0 for no effect and ±100 for the full control effect; nearly all actives have a fitted effect of over 75% in size
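Readings reflect AlphaScreen signal from monomethyl-H3K9 antibody detection. HMT at 20 nM; substrate b-H3K9 500 nM; cofactor SAM 20 uM; 2 h RT reaction; compounds tested as titrations in qHTS with 15 min preincubation.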
PI4K2A inh: PI4K2A (human) kinase inhibition. Q9BTU6. purified PI4K2A, ADP-Glo luminescence, 1 h; hits give low values. activity change, negative = inhibition, % at 76.9 µM. hit rate 0.13% among 420,000. AID 1346378; in the data active = activity change below about -50%; inconclusive = mostly about -30% to -49%;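 note: -100% = wells without enzyme as full effect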
Target sequence (Q9BTU6 whole entry, looked up): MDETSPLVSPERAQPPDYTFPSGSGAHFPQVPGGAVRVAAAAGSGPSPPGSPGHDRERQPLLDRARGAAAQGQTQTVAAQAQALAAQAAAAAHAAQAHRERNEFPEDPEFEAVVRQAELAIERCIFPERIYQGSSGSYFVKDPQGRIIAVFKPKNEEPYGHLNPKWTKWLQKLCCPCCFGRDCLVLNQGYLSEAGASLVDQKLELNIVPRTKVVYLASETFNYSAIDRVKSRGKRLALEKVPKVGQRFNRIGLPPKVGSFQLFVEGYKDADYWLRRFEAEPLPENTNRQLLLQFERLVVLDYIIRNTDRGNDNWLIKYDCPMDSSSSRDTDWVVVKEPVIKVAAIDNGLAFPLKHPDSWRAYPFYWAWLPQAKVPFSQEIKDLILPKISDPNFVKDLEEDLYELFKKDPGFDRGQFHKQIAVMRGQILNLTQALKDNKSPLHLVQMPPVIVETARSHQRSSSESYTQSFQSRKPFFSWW
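Compounds are screened against recombinant PI4K2A using PI as substrate and ATP, the latter dispensed at 300 microM. Reactions run one hour at ambient temperature before ADP-Glo detection; full inhibition defined by wells lacking enzyme.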
JMJD2A Tudor: inhibitors of human JMJD2A Tudor domain; AlphaScreen JMJD2A-Tudor / H3K4me3 peptide binding; hit rate 4.4% among 390,000; Potency, µM (titrated, usually from 114 µM), for the others: at the highest dose activity change, negative = inhibition, most hits filed as inhibitors; note: potency is the fitted concentration of half-maximal effect; % is set by controls: 0 for no effect and ±100 for the full control effect; nearly all actives have a fitted effect of over 50% in size
Pol eta inh: DNA polymerase eta (human) inhibition; Q9Y253; Potency, µM (top dose mostly 114 µM), for the others: at the top dose activity change, negative = inhibition, hits mostly inhibitors; AID 588591; recombinant Pol eta, fluorescent DNA replication assay; hit rate 1.2% among 390,000; note: potency is the fitted concentration of half-maximal effect; % is set by controls: 0 for no effect and ±100 for the full control effect
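Pol eta (10 nM) was preincubated with compounds for 15 min at room temperature, after which fluorescent replication substrate (50 nM final) was added to start the reaction. Fluorescence was read kinetically at 0 and 10 min.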
Pin1 inhibitor: human Pin1 inhibition. Pin1 FP peptide displacement, HiFluor488, 10 min. Potency, µM (series often up to 115 µM), without a hit: at the highest dose activity, negative = inhibition, most hits filed as inhibitors. AID 504891. hit rate 0.009% among 390,000. Q13526; active = well fitted inhibition curve with a large enough effect in the polarisation, with a control signal flat, not every such curve was filed as active; inconclusive = small, poorly fitted or top-dose-only effect, or effect the other way, or a change in a side signal; inactive = no such curve, though single readings can be large or run the other way; the % refers to the polarisation; note: potency is the fitted concentration of half-maximal effect; % is set by controls: 0 for no effect and ±100 for the full control effect
Target sequence (Q13526 whole entry, looked up): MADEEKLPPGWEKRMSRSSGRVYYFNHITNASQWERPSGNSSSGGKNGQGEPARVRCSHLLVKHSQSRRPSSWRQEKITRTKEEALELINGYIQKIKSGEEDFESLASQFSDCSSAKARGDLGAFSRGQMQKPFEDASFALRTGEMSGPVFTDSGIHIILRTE
* = called active by the depositor; i = inactive; ? = inconclusive; · = no result given; [ ] = another dose, or the depositor's remark. Unless noted, calls come from the whole dose curve; as a rule, active = well fitted curve in the direction sought with a large enough effect; inconclusive = small, poorly fitted or top-dose-only effect, or another doubt; inactive = no such curve, though single readings can be large; an effect the other way counts as inactive or inconclusive. This is a subset. The share of hits here may be higher or lower than overall.

SMILES | GLS inhibitor | HP1b chromo inh | Tb PGK inh | BAZ2B inh | G9a block | PI4K2A inh | JMJD2A Tudor | Pol eta inh | Pin1 inhibitor
O=C(CSc1ccccc1)Nc1cc(Cl)ccc1Oc1ccccc1 | 1% | 193%[activator] | i | 100%[activator] | 176%[activator][59 µM] | 3 | 118%[activator] | -15% | 11%
COc1ccc(Nc2nc(-c3ccccc3)nc3ccccc23)cc1S(=O)(=O)N1CCOCC1 | -5% | 53%[activator] | i | -35% | 0% | 1 | -8% | -18% | 18%
CCn1c(CSc2nnc(-c3ccc4c(c3)OCO4)o2)nc2cc(S(=O)(=O)N(C)C)ccc21 | -12% | 43%[activator] | -2% | -4% | ? | -1 | -11%[57.1 µM] | -4% | ?
CCn1c(C(=O)N2CCC(C(=O)NCc3ccc4c(c3)OCO4)CC2)cc2sccc21 | -1% | 13% | 8% | -36% | 45µM* | 0 | ? | -21% | 9%
N#C/C(=C\c1c(Oc2ccccc2Cl)nc2ccccn2c1=O)C(=O)NC1CCS(=O)(=O)C1 (centres undefined) | 0% | -12% | i | 0% | 6% | 2 | -19% | -3% | ?
Cc1nc(Nc2ccc3c(c2)OCCO3)c2oc3ccccc3c2n1 | 24% | 1% | 0% | 2% | 5%[12.7 µM] | 7 | -15% | -24% | 4%
O=C(NCC1CCCO1)c1nn2c(C(F)(F)F)cc(-c3ccco3)nc2c1Cl (centres undefined) | 0% | 44% | 1% | · | · | 3 | -10% | -21% | 105%[activator]
COC(=O)c1c(C)[nH]c(C(=O)OC(C)C(=O)N2CCOCC2)c1C (centres undefined) | 1% | 4% | -1% | -33% | 3% | 1 | -8% | -20% | -2%
COc1ccc(C(=O)Cn2c(C(=O)/C=C/c3ccccc3)nc3ccccc32)cc1 | 1% | 41%[activator] | -5% | 4% | 5%[59 µM] | 1 | -13% | 11% | 37%[activator]
CC(C(=O)O)n1cc(C#N)c(=O)[nH]c1=O (centres undefined) | -33% | 21% | 2% | · | · | 4 | -2% | -18% | -3%
COc1ccc(CCNC(=O)Cn2c(=O)nc(-c3ccccc3F)c3cc(Cl)ccc32)cc1OC | -7% | 26% | -1% | -23% | -1%[59 µM] | -6 | -10% | -12% | 2%
CCCn1c(SC(C)C(=O)NCC2CCCO2)nc2sc(CC)cc2c1=O (centres undefined) | 13% | 9% | 8% | -7% | · | 3 | -6% | -10% | -2%
COc1cc(C=O)ccc1OCC(=O)Nc1cccc(S(=O)(=O)N(C)c2ccccc2)c1 | -7% | 12% | 2% | 6% | -28% | -2 | -18% | -21% | 32%[activator]
CCc1ccc(N(CC)C(=O)c2cn(C)c(=O)c3ccccc23)cc1 | ? | 23% | 2% | 1% | -3% | 2 | -1% | -21% | -4%
COc1cccc(-n2c(SCC(=O)NC3CCS(=O)(=O)C3)nc3ccccc3c2=O)c1 (centres undefined) | -4% | 41%[activator] | -4% | 10% | ? | 6 | -5% | 5% | -2%
CC1CCC2C(=O)N(c3ccc(C(=O)Oc4cccc5cccnc45)cc3)C(=O)C2C1 (centres undefined) | -20% | 5% | -2% | 50µM* | ? | -11 | 56µM* | -18% | ?
CCOc1c(Br)cc(CNc2ncn[nH]2)cc1OC | 5% | 29% | -4% | -4% | -7%[59 µM] | 1 | -8% | -9% | -5%
CC(=O)c1ccc(OC(=O)/C=C/c2ccccc2)cc1 | 0% | 9% | -6% | -4% | 45% | 13 | 11% | -9% | 0%
Cc1ccc(NC(=O)NCc2ccccn2)cc1 | 8% | 32% | 2% | ? | 27% | 4 | -6% | 6% | 13%
Cn1c(SCC(=O)Nc2sccc2C#N)nnc1-c1ccccc1 | 23% | 27% | 7% | -4% | ? | -4 | -25% | ? | ?
Cc1ccccc1-n1ncc2c1CC(C)(C)CC2NC(=O)C1CCC1 (centres undefined) | 0% | 28% | -9% | -2% | -12% | -2 | -19% | -21% | 2%
C=CCn1c(SC)nc2sc3c(c2c1=O)CCc1ccccc1-3 | -3% | 71%[activator] | i | 8% | ? | -1 | 28% | -4% | 8%
CN1CCN(C(=S)NC(=O)c2ccc(Cl)cc2)CC1 | 12% | ? | -5% | 56µM* | 28µM* | 5 | ? | ? | -4%
c1coc(CNc2nc3sc4c(c3c3ncnn23)CCCC4)c1 | 4% | -4% | -4% | · | -23%[59 µM] | 7 | ? | -11% | 2%
COC(=O)c1ccc(COc2ccc(NC(C)=O)cc2)o1 | 1% | 9% | -10% | 1% | 28%[59 µM] | -1 | 1% | -16% | 2%
COc1cccc(OCc2cc(C(=O)N(C)CCOc3ccc(C)cc3)no2)c1 | 5% | · | 4% | 52%[activator] | 146%[activator] | 1 | 46%[activator] | -18% | 4%
COc1ccc(S(=O)(=O)N2CCC(C(=O)c3ccc4c(c3)OCCO4)CC2)cc1 | -3% | 17% | 3% | 4% | 10%[59 µM] | -2 | -8% | -14% | -1%
O=C(CCn1cccn1)Nc1ccc2c(c1)OCO2 | 7% | 0% | -9% | ? | -50% | -3 | ? | -21% | -8%
Cn1nc(C(=O)NCCN2CCOCC2)c2ccccc2c1=O | -2% | 39%[activator] | i | -1% | ? | -2 | 2% | -11% | -11%
CC(=O)Nc1ccc(C(=O)NC2CCCC2)cc1 | -1% | 29% | 4% | -7% | -11%[59 µM] | 0 | 8% | -4% | -3%
COc1ccc(C2C(C(=O)c3ccco3)=C(O)C(=O)N2CCc2ccccc2)cc1OC (centres undefined) | 28% | -6% | -2% | -35% | 50µM* | 1 | 79µM* | 11% | -4%
Cc1cc(O)c(C(c2cccc(Cl)c2)N2CCN(c3ccccc3)CC2)c(=O)n1Cc1ccco1 (centres undefined) | 34%[activator] | 21%[57 µM] | -1% | -21% | -50%[59 µM] | -1 | -35% | -15% | 4%
Cc1ccc(N2CC(C(=O)Nc3nnc(SCC(N)=O)s3)CC2=O)cc1 (centres undefined) | 1% | 38% | -8% | -8% | 40µM* | 1 | -15% | -13% | 9%
COc1ccc(N2CCN(C(CNC(=O)C3CCCCC3)c3cccnc3)CC2)cc1 (centres undefined) | 48%[activator] | -7% | 1% | -10% | · | -3 | ? | 6% | 1%
CC(=O)Nc1ccc(S(=O)(=O)NC2(C(F)(F)F)NC(=O)N(CCc3ccc(F)cc3)C2=O)cc1 (centres undefined) | 1% | 66%[activator] | -9% | 3% | 21%[59 µM] | -6 | -6% | -4% | -21%
CCCN(CCC)Cc1c(C(=O)N/N=C/c2ccc(Br)cc2)nnn1-c1nonc1N | 14% | 12% | -4% | -23% | 10% | 1 | -25% | ? | 1%
Cc1ccccc1NC(=S)NC(=O)CCc1ccccc1 | 3% | 23% | -1% | -22%[57.1 µM] | 40%[0.501 µM] | -2 | -4% | -6% | 1%
COc1ccc(N2CCN(C(=O)c3ccc(COc4ccc5c(C)cc(=O)oc5c4)cc3)CC2)cc1 | 0% | 5% | i | -5% | -24% | 5 | -20% | -24% | 5%
CCc1nc2ccccc2n1CCCCOc1ccc(Cl)cc1 | 5% | 69%[activator] | 1% | 53%[activator] | -31%[59 µM] | 2 | 47%[activator] | -15% | ?
O=S(=O)(Nc1nc2ccccc2nc1NCCN1CCOCC1)c1cccc(Cl)c1 | 36%[activator] | 49%[activator] | -1% | -2% | ? | -4 | -16% | -11% | 0%
CC(C)CNC(=O)COc1cccc(C(=O)NCc2ccccc2)c1 | 4% | 9% | -4% | 8% | 16%[59 µM] | 0 | -6% | 4% | 5%
COc1ccc(CCNC(=O)CCNC(=O)c2ccc(Br)cc2)cc1OC | 0% | 10% | -7% | 9% | -8% | 4 | -14% | -8% | -3%
COc1ccc(C(=O)c2ccc(OC)cc2O)c(O)c1 | 21% | 13% | 6% | 5% | 5% | 4 | 0% | 3% | 1%
CCN(C(=O)CCc1nnc2ccc(NCc3ccco3)nn12)c1ccccc1 | 3% | 13% | -1% | -28% | -7% | 4 | ? | -9% | 7%
NC(Cc1c[nH]c2ccc(OCc3ccccc3)cc12)C(=O)O (centres undefined) | -7% | 5% | 0% | ? | 45µM* | -5 | ? | -13% | 13%
O=C(Nc1ccc(OC(F)(F)F)cc1)c1cc(-c2ccc(Cl)cc2)on1 | -11% | 43%[activator] | i | 3% | 1%[59 µM] | 5 | -9% | -14% | -8%
Cc1nc(Sc2nnnn2C)c2c3c(sc2n1)CCC3 | 3% | 16% | -9% | 2% | 4%[59 µM] | 4 | -7% | -6% | -5%
Cc1ccc(C)c(COc2coc(CN3CCN(C(=O)c4ccco4)CC3)cc2=O)c1 | 1% | 19% | -5% | 25% | -24% | 8 | -10% | 2% | 9%
Cc1ccc(NC(=O)c2cnc(N3CCN(c4ccccn4)CC3)c3ccccc23)c(Br)c1 | 0% | 24% | 2% | -8% | 27%[59 µM] | -1 | 0%[11.4 µM] | -3% | 5%
Cc1cc(C)nc(NS(=O)(=O)c2ccc(NCN3C(=O)c4ccccc4C3=O)cc2)n1 | -1% | · | 6% | · | · | 5 | · | 1% | ·
O=S(=O)(c1ccc(Cl)cc1)N1CCC2(CC1)OCCN2S(=O)(=O)c1cccs1 | -18% | 21% | -8% | -3% | -47% | 2 | -5% | -19% | 1%
O=C(Cc1ccccc1)Nc1ccc2c(c1)CCC2 | -9% | 16% | 4% | 0% | -20% | 5 | -4% | -1% | -4%
Cc1ccc(Oc2cc(-n3nc(C)cc3C)ncn2)cc1 | -1% | 131% | -4% | 21% | 66%[activator][59 µM] | -10 | 53%[activator] | -25% | -9%
